High-throughput results (PubChem)
West Nile virus CPE: inhibition of WNV-induced cytopathic effect – cell-based, CPE readout (AID 1621); West Nile virus-infected cells, CPE inhibition; higher % means a stronger effect; CPE inhibition, % at 10 µM, or IC50 in µM where a hit was titrated; actives 0.02% (n = 290,000); in the data active means a potency from the dose series; inconclusive means CPE inhibition mostly from about 3.7% at the one dose, without a potency; inactive means the rest, 99 in 100 with CPE inhibition below about 2.2%; further: strong numbers were not always called active
T cell modulator: T cell immune modulators affecting CD8 T cell-vesicle binding; 2C CD8+ T cell-vesicle binding, flow cytometry; stronger effect = lower value; calls only at 7 µM; actives 0.068% (n = 330,000);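 active means response, share of CD8 T cells binding vesicles, and their 90th percentile fluorescence all below set limits, cut at about 80% in these data, passing the limit was not always enough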
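Assay system – 2C mouse CD8+ T cells · Also added – QL9-loaded Drosophila micro-vesicles · Timing – Cell–vesicle co-incubation 1.5 h at 37 °C, staining 20 min on ice · Signal – flow cytometry of vesicle-bound cells · Measure – percent CD8+ FL2 mean versus row control · Controls – Peptide-free naked vesicles (low) and QL9 vesicles with 0.7% DMSO vehicle (high)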
Hep lipid drop: hepatic lipid droplet formation modulation. AML12 mouse hepatocytes, oleate lipid droplets, BODIPY imaging. inhibition, % at 6.5 µM. actives 0.4% (n = 240,000);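 active means lipid droplet intensity inhibited by at least 50%, with more than 500 cells counted; inconclusive means wells with under 300 cells, treated as cytotoxic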
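Test system: AML12 mouse liver cells; schedule: overnight exposure; technique: high-content imaging of BODIPY-stained droplets and DAPI nuclei; read-out: % inhibition of corrected integrated BODIPY droplet signal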
Insulin prom up: MIN6 insulin promoter up-regulation | z-score at 5 µM | actives 0.3% (n = 190,000) | MIN6 insulin promoter-GFP reporter, high-content imaging; stronger effect = higher value | AID 1625;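 active means z-score above 3 at 5 µM with at least 500 cells counted in the well; inconclusive means wells under 500 cells, flagged as cytotoxic or low count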
Myeloid diff 2: compounds promoting myeloid differentiation | calls only at 10 µM | ER-HoxA9 myeloid progenitors, lysozyme-GFP differentiation, flow cytometry | actives 1% (n = 360,000);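 active means normalized GFP-positive differentiation at or above the plate's own cutoff, the solvent-only control mean plus 3 SD; inconclusive means no clear call, values can overlap the other calls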;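 further: cells exposed to compound for four days before flow analysis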
WT yeast gro inh: growth inhibition of WT yeast, mitochondrial fusion screen; mitochondrial fusion phenotypic screen, WT strain; inhibition, % at 10 µM; actives 2.1% (n = 190,000); AID 1362; in the data active means inhibition above about 58%; tested in S. cerevisiae
bCat nuc transl: beta-catenin nuclear translocation modulation. HeLa beta-catenin nuclear translocation, immunofluorescence imaging. nuclear translocation activity, % at 5 µM. actives 0.3% (n = 190,000);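 active means nuclear translocation activity above 50% at 5 µM, with a well cell count of 50 or more; inconclusive means wells under 50 cells across six images, flagged as toxic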;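 further: per-cell ratio of nuclear to cytoplasmic median beta-catenin stain intensity; plate controls were DMSO negative control for no effect and GSK-3 inhibitor IX positive control for full effect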
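Assay system: human HeLa cells, native beta-catenin; doses: 5 µM primary, 0.02–20 µM confirmation; incubation: compound treatment 24 h, 37°C, 5% CO2; technique: fluorescence imaging of beta-catenin antibody stain plus DAPI; measure: % activation, nuclear-to-cytoplasmic median beta-catenin signal ratio per cell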
MT stabilize HCS: microtubule stabilization, imaging screen. HeLa tubulin immunostaining HCS, 24 h; share of cells brighter than vehicle mean+2SD. % tubulin-high responders, % at 10 µM. actives 0.83% (n = 200,000);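 active means plate Z-score above 3 for both tubulin-high and condensed-nucleus cell shares, with cell loss under 80%, at 10 µM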;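 further: anti alpha tubulin signal scored within the nucleus-defined area of each cell; some results filed as inactive read as strong as hits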
Autophagy HCS: autophagy modulation, high-content screen. MEF GFP-LC3 puncta imaging; test concentration mostly 10 µM. calls only at 10 µM (by protocol). actives 0.98% (n = 190,000);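 active means percentage of spot-positive cells more than 3 SD above its plate mean, without a fluorescence outlier flag or 80% toxicity; inconclusive means no clear call, values can overlap the other calls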;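 further: spot-positive cell cutoff set from DMSO-treated cells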
WT yeast gro inh mutant strain: further read-out of WT yeast gro inh, marked with its call; inhibition, %; mitochondrial fusion phenotypic screen, mutant strain inhibition
Insulin prom up cell count: recorded beside Insulin prom up, whose call it bears; cell count; measured here: cytotoxicity, nuclei count;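 total cells summed across four imaged fields per well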
Hep lipid drop cells 6.5 µM: recorded beside Hep lipid drop, whose call it bears; cell count; measured here: cell count, cytotoxicity flag;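 cells counted across two imaged fields per well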
bCat nuc transl cell count 5 µM: recorded beside bCat nuc transl, whose call it bears; cell count; measured here: cell count, cytotoxicity flag
T cell modulator vesicle-bound %: recorded beside T cell modulator, whose call it bears; double positive events, %; measured here: CD8+ vesicle-bound cell fraction;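 binding gate set so that unloaded-vesicle control wells show 10% double positive cells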
MT stabilize HCS Hoechst-high %: second read-out of MT stabilize HCS, no call of its own (marks repeat the call); % Hoechst-high responders; measured here: nuclear condensation Hoechst responders;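 share of cells brighter than vehicle mean plus two SD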
MT stabilize HCS cytotoxicity %: also measured in MT stabilize HCS; calls as there; toxicity, %; measured here: cytotoxicity by cell density;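 0% = mean cell density of plate MIN control wells and 100% = no cells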
Autophagy HCS cell loss 18 h: also measured in Autophagy HCS; calls as there; toxicity, %; measured here: cell loss, nuclei count;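 cell loss after 18 h compound exposure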
Myeloid diff 2 GFP+ MAC1+ %: recorded beside Myeloid diff 2, whose call it bears; GFP+ MAC1+ double positive, %; measured here: differentiation confirmed by MAC1 staining
Starred values were filed as active, the others as inactive; i = inactive; u = inconclusive; x = no result given.

SMILES | West Nile virus CPE | T cell modulator | T cell modulator vesicle-bound % | Hep lipid drop | Hep lipid drop cells 6.5 µM | Insulin prom up | Insulin prom up cell count | Myeloid diff 2 | Myeloid diff 2 GFP+ MAC1+ % | WT yeast gro inh | WT yeast gro inh mutant strain | bCat nuc transl | bCat nuc transl cell count 5 µM | MT stabilize HCS | MT stabilize HCS Hoechst-high % | MT stabilize HCS cytotoxicity % | Autophagy HCS | Autophagy HCS cell loss 18 h
CCn1c(SCC(=O)Nc2sc3c(c2C(N)=O)CCC(C)C3)nnc1-c1ccco1 (stereo not drawn) | -0.1% | i | 33 | x | x | 0.93 | 1448 | i | 2.5 | -9 | -2 | 2.5 | 1291 | 4.2 | 1.7 | 8.5 | i | 2
CCOC(=O)C1CCN(S(=O)(=O)c2ccc(OC)c(Cl)c2)CC1 | 0.3% | i | 64 | -5 | 682 | -0.2 | 1463 | i | 0.2 | 22 | 14 | 0.0 | 1566 | 2.2 | 2.0 | 1.9 | i | 3
c1ccc(COc2ccccc2CNCc2cccnc2)cc1 | -0.9% | i | 29 | 9 | 784 | 0.22 | 942 | i | 6.5 | -30 | 0 | 2.3 | 974 | 1.9 | 1.9 | 6.4 | i | 5
COC(=O)CCCC1=CC2=CC(=O)C(C)(OC(=O)c3cccs3)C(=O)C2=CN1CC(C)C (stereo not drawn) | -0.3% | i | 49 | 13 | 741 | -0.18 | 1043 | i | 0.4 | x | x | 1.3 | 1152 | x | x | x | x | x
COc1ccc(NC(=O)C(NC(=O)OC(C)(C)C)C(C)OCc2ccccc2)cc1 (stereo not drawn) | -1.1% | i | 58 | x | x | -0.8 | 1484 | i | 0.6 | 4 | -3 | 4.0 | 1325 | 3.5 | 2.7 | 7.7 | i | -23
COc1cc(NS(=O)(=O)c2ccc(C)cc2C)cc(OC)c1OC | -0.1% | i | 36 | x | x | u | x | i | 1.3 | -10 | -12 | 6.8 | 606 | 22* | 10* | 16* | i | 11
Cc1ccc(NC(=O)NCCCN2CCCC2=O)cc1C | 0.2% | i | 9 | -6 | 809 | x | x | i | 0.7 | x | x | x | x | x | x | x | x | x
C/C(=N\Nc1ccc(S(N)(=O)=O)cc1[N+](=O)[O-])c1ccc2c(c1)OCO2 | 0.0% | x | x | 19 | 664 | x | x | i | 0.7 | -20 | 1 | 0.0 | 1460 | 1.8 | 2.2 | 2.9 | i | 17
CCOc1cc(/C=C2\C(=N)N3N=C(CC)SC3=NC2=O)ccc1OCCOc1ccc(NC(C)=O)cc1 | 0.6% | i | 33 | -3 | 852 | x | x | i | 0.6 | x | x | x | x | x | x | x | x | x
CCCc1ccc(-c2cc(NC(=O)CSc3n[nH]c(N)n3)n(-c3ccccc3)n2)cc1 | -0.3% | i | 11 | 6 | 796 | x | x | i | 7.5 | -11 | -16 | x | x | 2.5 | 2.0 | 2.9 | i | -1
CNC(=O)c1cccc(N2CCCC2=O)c1 | -0.2% | i | 64 | -10 | 762 | 0.22 | 1171 | i | 1.2 | -11 | 0 | -0.7 | 967 | 1.1 | 1.2 | 7.1 | i | -1
COc1ccc(C(=O)C2=NN(C(C)=O)CC2c2ccco2)cc1 (stereo not drawn) | x | i | 30 | -2 | 746 | -0.9 | 1323 | i | 1.3 | 3 | -28 | -0.3 | 998 | 2.1 | 2.6 | 4.1 | i | 3
COc1ccccc1-n1cc(-c2ccc(Cl)cc2)[nH]c1=O | 0.5% | i | 47 | -3 | 584 | 0.54 | 1539 | i | 0.9 | 4 | 9 | -3.1 | 952 | 1.4 | 3.6 | 9.9 | i | 12
CCCCN(C)C(=O)C1CCN(C/C(C)=C/c2ccccc2)CC1 | 0.3% | i | 60 | x | x | -0.9 | 719 | i | 0.7 | -14 | 4 | -4.6 | 981 | 2.8 | 1.5 | 1.9 | i | -2
C[C@H](NC(=O)c1nc[nH]c1C(=O)NCC(=O)OCc1ccccc1)C(=O)OC(C)(C)C | -0.4% | i | 13 | 14 | 846 | x | x | i | 0.4 | x | x | x | x | x | x | x | x | x
O=C(Nc1cc(S(=O)(=O)N2CCCCC2)ccc1N1CCCCC1)C1CC1 | -0.1% | i | 35 | -8 | 715 | -0.37 | 1052 | i | 0.6 | x | x | -1.1 | 1332 | x | x | x | x | x
O=C(Nc1ccc(CN2CCOCC2)cc1)c1ccc(Cl)cc1Cl | -0.3% | i | 65 | -3 | 758 | x | x | i | 0.6 | x | x | x | x | x | x | x | x | x
CSc1ncccc1C(=O)NCc1ccc(C)cc1 | 0.2% | i | 26 | -4 | 789 | -0.19 | 945 | i | 3.1 | -7 | -2 | x | x | 1.3 | 1.8 | 16 | i | -23
Cc1cc(O)cc(O)c1C(=O)Cc1cnn(-c2ccccc2)c1 | -0.2% | i | 25 | -28 | 771 | -0.18 | 790 | i | 1.2 | x | x | -7.9 | 1095 | 2.0 | 1.7 | 8.8 | i | -15
Cc1ccc(/C=C/C(=O)Nc2cccc3ncccc23)o1 | -0.3% | i | 24 | 43 | 724 | 0.45 | 1886 | i | 7.0 | 10 | 14 | 0.1 | 1126 | 1.2 | 1.9 | 6.6 | i | 2

Two consecutive records out of the list so far, quoted:
SMILES | West Nile virus CPE | T cell modulator | T cell modulator vesicle-bound % | Hep lipid drop | Hep lipid drop cells 6.5 µM | Insulin prom up | Insulin prom up cell count | Myeloid diff 2 | Myeloid diff 2 GFP+ MAC1+ % | WT yeast gro inh | WT yeast gro inh mutant strain | bCat nuc transl | bCat nuc transl cell count 5 µM | MT stabilize HCS | MT stabilize HCS Hoechst-high % | MT stabilize HCS cytotoxicity % | Autophagy HCS | Autophagy HCS cell loss 18 h
c1ccc(COc2ccccc2CNCc2cccnc2)cc1 | -0.9% | i | 29 | 9 | 784 | 0.22 | 942 | i | 6.5 | -30 | 0 | 2.3 | 974 | 1.9 | 1.9 | 6.4 | i | 5
COC(=O)CCCC1=CC2=CC(=O)C(C)(OC(=O)c3cccs3)C(=O)C2=CN1CC(C)C (stereo not drawn) | -0.3% | i | 49 | 13 | 741 | -0.18 | 1043 | i | 0.4 | x | x | 1.3 | 1152 | x | x | x | x | x

(cont.)
SMILES | West Nile virus CPE | T cell modulator | T cell modulator vesicle-bound % | Hep lipid drop | Hep lipid drop cells 6.5 µM | Insulin prom up | Insulin prom up cell count | Myeloid diff 2 | Myeloid diff 2 GFP+ MAC1+ % | WT yeast gro inh | WT yeast gro inh mutant strain | bCat nuc transl | bCat nuc transl cell count 5 µM | MT stabilize HCS | MT stabilize HCS Hoechst-high % | MT stabilize HCS cytotoxicity % | Autophagy HCS | Autophagy HCS cell loss 18 h
Cc1ccc2nc(N3CCN(C=O)CC3)nc(-c3ccccc3)c2c1 | -0.9% | i | 41 | -10 | 784 | -0.87 | 788 | i | 5.0 | -7 | -18 | 5.5 | 1100 | 2.9 | 1.8 | 7.8 | i | 1
CC(=O)c1ccc(Cc2ccc(C(C)=O)cc2)cc1 | -0.1% | i | 49 | -27 | 655 | 0.22 | 1192 | i | 0.2 | -7 | 9 | -0.6 | 1103 | 2.5 | 1.9 | 9.8 | i | 17
Cc1ccc(S(=O)(=O)n2c(N)nc3ccccc32)cc1 | 0.9% | i | 28 | 3 | 795 | x | x | i | 0.3 | x | x | x | x | x | x | x | x | x
CCCn1c(=O)c(C(=O)NCCc2ccc(Cl)cc2)c(O)c2ccccc21 | 0.1% | i | 62 | -21 | 842 | x | x | i | 0.3 | x | x | x | x | x | x | x | x | x
CC(C)Cn1c(-c2ccccc2)nc2ccccc2c1=O | -1.7% | i | 33 | x | x | x | x | i | 0.6 | -5 | 1 | x | x | 1.8 | 1.0 | 2.1 | i | 2
O=C(NCCOc1ccccc1)C1CCC(=O)N(CCc2ccccn2)C1 (stereo not drawn) | -0.1% | i | 3 | 3 | 733 | x | x | i | 0.4 | x | x | x | x | x | x | x | x | x
S=C(NCCCN1CCOCC1)N1CCN(c2nc(-c3ccc(Cl)cc3)cs2)CC1 | u | i | 48 | -1 | 692 | -1.1 | 1355 | i | 0.2 | 89* | 44* | -1.8 | 951 | 1.6 | 1.8 | 4.6 | i | 5
Cc1ccccc1/C=N\NC(=O)c1csnn1 | 0.3% | i | 23 | x | x | x | x | i | 0.6 | 6 | -11 | x | x | 3.4 | 2.2 | 7.1 | i | -30
CN1CCN(CCc2nc3cc(NC(=O)COc4ccc([N+](=O)[O-])cc4)ccc3n2C)CC1 | 0.2% | i | 24 | 2 | 782 | x | x | i | 2.0 | x | x | x | x | x | x | x | x | x
O=c1c2ccccc2[nH]c(=S)n1CCC1=CCCCC1 | -0.8% | i | 49 | 8 | 618 | -0.84 | 1249 | i | 0.1 | -9 | 5 | -0.4 | 805 | 3.0 | 1.9 | 3.9 | i | 0
Cc1ccc(C(=O)NC(C)C2CC3CCC2C3)c(C)c1 (stereo not drawn) | -0.2% | i | 41 | -6 | 755 | x | x | i | 3.8 | x | x | x | x | x | x | x | x | x
CCc1ccc(NC(=O)C2CC=CCC2C(=O)O)cc1 (stereo not drawn) | 0.8% | i | 30 | x | x | 0.31 | 1333 | i | 1.6 | 3 | 7 | -1.8 | 1154 | 3.2 | 2.4 | 9.4 | i | 2
CCc1nn(C(C)C(=O)N2CCN(Cc3ccccc3)CC2)c(=O)c2cc3occc3n12 (stereo not drawn) | 0.3% | i | 22 | -24 | 673 | 0.3 | 1354 | i | 0.9 | 58* | 3.0* | 2.7 | 1164 | 2.3 | 1.7 | 5.9 | i | 6
COc1ccccc1NC(=O)c1cnc(Nc2ccccc2OC)c2ccccc12 | -1.4% | i | 13 | u | x | -0.7 | 910 | u | x | 16 | -4 | 118* | 353* | 35* | 35* | 58* | i | 12
